Compound activity as filed in PubChem BioAssay.
BCR signal inh: chronic active BCR signaling inhibition; ABC-DLBCL IkBa-CBG/CBR reporter, luminescence ratio, 4 h; Potency, µM (series often up to 46.1 µM), inactives show at the highest dose ratio change, negative = lower green/red ratio, usual class: inhibitors; 340,000 compounds, 0.05% hits; AID 493014; active = well fitted inhibition curve with a large enough effect in the signal ratio, with a control signal flat, not every such curve was filed as active; inconclusive = small, poorly fitted or top-dose-only effect, or effect the other way, or a change in a side signal; the % refers to the signal ratio;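 note: potency is the fitted concentration of half-maximal effect; plate controls were basal doxycycline-induced cells for no effect and cells given 10 µM MG132 for full effect; MG132 reads +100%, hits lower the ratio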
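Cell line TMD8 (human ABC DLBCL), stably expressing tet-inducible CBG68-IkBa fusion and CBR; IMDM/0.5% FBS; cpd up to 46 uM; dox induction, 4 h, 37C/5% CO2; dual luminescence; green/red ratio; MG132 control.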
Tb PFK inh: inhibitors of T. brucei phosphofructokinase; O15648; 330,000 compounds, 0.17% hits; AID 485367; Potency, µM (doses to about 57.5 µM), inactives show at the top dose activity, negative = inhibition, hits mostly inhibitors; T. brucei PFK, ADP-Glo luminescence;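 note: potency is the fitted concentration of half-maximal effect; 0% = uninhibited 1x PFK enzyme wells and -100% = no-enzyme wells; nearly all actives have a fitted effect of over 60% in size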
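Compounds were pin-transferred as a titration series up to 57 uM into substrate buffer (0.5 mM F6P, 0.1 mM ATP, pH 8.0), then 1.25 nM PFK was added and reactions ran 45 min before ADP-Glo detection.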
Giardia killer: Giardia lamblia killing; AID 540267; 340,000 compounds, 0.15% hits; Giardia lamblia trophozoite viability; activity change, % at 7.66 µM, hits read low; in the data active = activity change below about -80%; inconclusive = between about -30% and that limit;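 note: parasites exposed to compound for two days anaerobically before the ATP read; % is set by controls: 0 for no effect and ±100 for the full control effect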
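Compounds were tested on trophozoites seeded at 100 cells/well and held 48 hrs at 37 deg C anaerobically. An ATP-based luminescent kit measured the remaining live cells.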
GALK inh: inhibitors of human galactokinase; AID 1868; 270,000 compounds, 0.007% hits; Potency, µM (top dose mostly 57.5 µM), inactives show at the top dose activity change, negative = inhibition, actives largely listed as inhibitors; Purified GALK, Kinase-Glo residual ATP luminescence; note: potency is the fitted concentration of half-maximal effect; % is set by controls: 0 for no effect and ±100 for the full control effect
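Galactose (100 uM) and ATP (35 uM) were turned over by 5 nM GALK for 1 h at RT. Kinase-Glo Plus then converted the remaining ATP into a luminescent signal.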
MLL CXXC-DNA inh: MLL CXXC-DNA interaction inhibition | Potency, µM (series often up to 115 µM), without a hit: at the top dose activity change, negative = inhibition, usual class: inhibitors | Q03164 | 290,000 compounds, 0.037% hits | MLL-CXXC / FITC-HOXA9 DNA fluorescence polarization; active = well fitted inhibition curve with a large enough effect in the polarisation, with a control signal flat, not every such curve was filed as active; inconclusive = small, poorly fitted or top-dose-only effect, or effect the other way, or a change in a side signal; inactive = no such curve, though single readings can be large or run the other way; the % refers to the polarisation; note: potency is the fitted concentration of half-maximal effect
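Steps: dispense CXXC domain solution (7 uM) → pin compounds or unlabeled HOX-A9 DNA control → 5 min ambient → add FLSN-HOX-A9 solution (50 nM) → spin → 30 min ambient → fluorescence polarization. Tris pH 7.5/NaCl/DTT/BSA buffer.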
A-T KAP1 phos: candidate therapy for ataxia-telangiectasia; 320,000 compounds, 0.19% hits; […] A-T fibroblasts, KAP-1 phosphorylation AlphaLISA; neocarzinostatin DNA damage 30 min before lysis; AID 485349; Potency, µM (top dose mostly 57.5 µM), inactives show at the highest dose activation, actives largely listed as activators; note: potency is the fitted concentration of half-maximal effect; % of control where 0% means no effect; nearly all actives have a fitted effect of over 45% in size
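hTERT-immortalized A-T patient fibroblasts ([…]), 500 cells/well in OPTI-MEM, 1% FBS, got compounds for 60 min, then NCS for 30 min at 37C. Lysates were then assayed for phospho-KAP-1 by AlphaLISA (anti-pKAP1 donor, anti-KAP1 acceptor beads), 6 hr at 25C.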
TSHR antagonist: antagonists of human thyroid stimulating hormone receptor | P16473 | TSHR-expressing cells, TSH-stimulated cAMP HTRF, 2 h; hits give low values | activity change, negative = inhibition, % at 11.5 µM | 330,000 compounds, 0.2% hits | AID 504810;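 active = activity change below a set negative limit, meaning inhibition stronger than a set level, cut at about -70% in these data; inconclusive = activity change between two set negative limits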; note: % is set by controls: 0 for no effect and ±100 for the full control effect
Target sequence (P16473 whole entry, looked up): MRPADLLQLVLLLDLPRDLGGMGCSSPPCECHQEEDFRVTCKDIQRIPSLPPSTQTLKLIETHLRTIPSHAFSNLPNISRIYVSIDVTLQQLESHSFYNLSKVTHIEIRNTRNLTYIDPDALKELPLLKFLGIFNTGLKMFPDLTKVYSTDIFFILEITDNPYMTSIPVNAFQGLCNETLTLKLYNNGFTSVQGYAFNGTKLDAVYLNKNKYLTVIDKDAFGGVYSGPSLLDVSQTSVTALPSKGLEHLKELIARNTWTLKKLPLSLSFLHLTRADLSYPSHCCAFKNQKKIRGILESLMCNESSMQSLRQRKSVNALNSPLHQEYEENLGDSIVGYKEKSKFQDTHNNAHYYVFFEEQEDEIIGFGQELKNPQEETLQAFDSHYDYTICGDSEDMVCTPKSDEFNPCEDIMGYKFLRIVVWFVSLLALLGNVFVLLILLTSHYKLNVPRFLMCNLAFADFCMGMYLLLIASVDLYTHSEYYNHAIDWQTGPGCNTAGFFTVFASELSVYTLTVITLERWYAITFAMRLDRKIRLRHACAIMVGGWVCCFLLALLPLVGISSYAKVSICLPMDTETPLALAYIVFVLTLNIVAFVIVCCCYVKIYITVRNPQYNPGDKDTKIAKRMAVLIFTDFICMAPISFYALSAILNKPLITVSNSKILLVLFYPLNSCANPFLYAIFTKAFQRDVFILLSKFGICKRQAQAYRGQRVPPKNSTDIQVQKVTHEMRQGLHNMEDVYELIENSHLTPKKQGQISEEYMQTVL
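TSHR-expressing cells were treated with compounds, then stimulated with TSH at EC80 (4nM final) for 2 hours at 37 deg C. Cellular cAMP was measured by HTRF competition between lysate cAMP and cAMP-d2 for a cryptate-labelled anti-cAMP antibody.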
TCR activator: activates T cell receptor signaling; AID 504894; 330,000 tested, under 10 active; primary human leukocytes, anti-CD3, IL-2 HTRF, 48 h; Potency, µM (highest dose often 9.22 µM), inactives show top-dose activation of IL-2 secretion, most hits filed as activators; note: % of control where 0% means no effect
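Primary human leukocytes were stimulated with a-CD3 beads plus compounds for 48 hr without co-stimulation; secreted IL-2 was quantified by HTRF using a-IL-2-K (europium cryptate) and a-IL-2-d2, excited at 320nm with acceptor emission read at 665nm.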
hERG WT inh: inhibitors of human wildtype KCNH2 potassium channel; U2OS, BacMam KCNH2, thallium flux FluxOr; hits give low values; 340,000 compounds, 0.37% hits; Q12809; activity change, % at 1.84 µM; AID 720551;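 active = maximum activity change below -70%; inconclusive = maximum activity change between -70% and -50%; inactive = maximum activity change above -50%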; note: % is set by controls: 0 for no effect and ±100 for the full control effect
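U2OS cells transduced with wild-type KCNH2 virus are loaded with FluxOr dye for 45 min, and thallium flux is measured in kinetic reads before and after stimulation buffer. Rate constants are normalized to DMSO controls.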
Coupling enz: coupling enzyme interference in Giardia aldolase counter-screen; 290,000 compounds, 0.67% hits; activity change, negative = inhibition, % at 58.2 µM, hits read low; AID 2472; coupling enzyme system counterscreen, AmpLite Red fluorescence; in the data active = activity change below about -30%; note: % is set by controls: 0 for no effect and ±100 for the full control effect
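Counterscreen lacking aldolase: glyceraldehyde-3-phosphate coupling-enzyme reagent preincubated 10 min at RT with compound (at 57.5 uM final), then substrate/coupling system with AmpLite Red added; fluorescence read at 525/598 nm after 20 min RT.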
The depositor's hits bear a star; u = inconclusive; x = no result given; & = joins results of further samples; [ ] = dose if it differs, or a comment. Unless noted, calls come from the whole dose curve; as a rule, active = well fitted curve in the direction sought with a large enough effect; inconclusive = small, poorly fitted or top-dose-only effect, or another doubt; inactive = no such curve, though single readings can be large; an effect the other way counts as inactive or inconclusive.

SMILES	BCR signal inh	Tb PFK inh	Giardia killer	GALK inh	MLL CXXC-DNA inh	A-T KAP1 phos	TSHR antagonist	TCR activator	hERG WT inh	Coupling enz
COC(=O)CSc1ccccc1C(=O)OC	2%	-9%	10	0%	10%	4%	-4	x	-11	3
COC1(C)CC2C(CC1OC(=O)c1cc([N+](=O)[O-])cc([N+](=O)[O-])c1)C2(C)C (stereo not given)	1%	0%	-3	0%	8%	7%	20	-9%&4%	11	-5
COc1ccc(C2/C(=C(/O)c3ccc4c(c3)CC(C)O4)C(=O)C(=O)N2Cc2cccnc2)cc1 (stereo not given)	2%	0%	17	-8%	7%	3%	14	-3%	5	x
COc1ccc(NC(=O)CN(C)S(=O)(=O)c2ccc3c(c2)CC(C)N3C(C)=O)c(OC)c1 (stereo not given)	0%	0%	4	7%	-12%	0%	-6	2%	0	0
CCN(c1ccccc1)S(=O)(=O)c1cccc(C(=O)NCc2ccccc2CN2CCOCC2)c1	-3%	0%	-6	x	x	4%	7	-5%	2	x
CCOc1ccccc1N(CC(=O)Nc1cccc(OC)c1)S(=O)(=O)c1ccccc1	u	1%	u	8%	1%	6%	5	6%	-6	-1
COc1ccc(S(=O)(=O)NC2CC3CCC2C3)cc1 (stereo not given)	5%	-1%	-20	-1%	-2%	0%	-7	-7%	1	5
O=C(OCc1ccco1)c1cccnc1	-9%	-5%	-16	6%	3%	-3%	3	6%	-6	1
Cc1cc(C)cc(NC(=O)C2CCCN(c3nccc(C)n3)C2)c1 (stereo not given)	u	-6%	0	3%	7%	-3%	-4	x	-13	-4
COc1ccc(-n2c(C)nc(N)c2C(=O)c2ccccc2)cc1	2%	0%	-17	-2%	-5%	-10%	-6	2%	7	1
O=C(c1ccco1)N1CCN(Cc2nnnn2CCc2ccccc2)CC1	-1%	2%	-14	-3%	2%	-8%	6	5%	3	3
O=C(NCc1ccccc1)c1sc(=S)n2c1[nH]c(=O)c1ccccc12	-13%	1%	-3	-21%	-21%	1%	-79*	-2%	-4	x
Cc1cc(C)nc(SCCS(=O)(=O)Cc2ccc(Cl)cc2)n1	-7%	0%	-3	1%	5%	-4%	4	-2%[46.1 µM]	1	3
COCCN1C(=O)C(=O)/C(=C(/O)c2cccc(OC)c2)C1c1ccc(C)o1 (stereo not given)	5%	-8%	-13	0%	-15%	-5%	8	3%	5	-12
CC(=O)NN1C(=O)c2ccccc2NC1c1cccc([N+](=O)[O-])c1 (stereo not given)	4%	-1%	-3	-2%	u	23%	2	-23%	2	1
COC(=O)[C@]1(C)N[C@H](CN(C)S(=O)(=O)c2ccc(C)cc2)[C@@H]2C(=O)N(Cc3ccccc3)C(=O)[C@@H]21	1%	6%	5	x	x	-2%	5	4%	3	x
COC(=O)c1ccccc1NC(=O)CCCn1nc([N+](=O)[O-])cc1C	5%	0%	24	-4%	0%	1%	-2	-4%	5	3
CC(=O)Nc1cccc(NC(=O)c2cc([N+](=O)[O-])ccc2N2CCCCC2)c1	u	-2%	-12	x	x	0%	6	x	-18	x
CCN(CC)C(=O)Nc1ccc(C(=O)OC)cc1	u	1%	-1	-2%	15%	-1%	-1	-13%	5	1
Cc1ccc(C)c(C2C(=O)c3ccccc3C2=O)c1	7%	-2%	39[activator]	-2%	4%	-3%	16	2%	-1	8
COc1ccc(C(CNC(=O)C(C)Oc2ccc(Br)cc2)N2CCCC2)cc1 (stereo not given)	3%	-5%	-7	x	x	-1%	2	3%	16	x
CSc1nsc(SC)c1C(N)=O	-1%	1%	16	x	-10%	2%	-3	0%	5	0
CC(=O)/C=C(\C)Nc1ccc(-c2cnc(-c3ccccc3)o2)cc1	-24%	2%	2	5%	-5%	6%	3	-4%	12	-5
CCn1cc(C(=O)N[C@@H](CCSC)C(=O)NC(C)(C)CO)c(=O)c2cc3c(cc21)OCO3	-6%	1%	-11	2%	7%	-1%	-3	-16%	1	-4
CCOC(=O)[C@@H]1[C@H]2COc3ccc(Br)cc3[C@@H]2N2C(=O)N(c3ccc(Br)cc3)C(=O)[C@@]12C	0%	2%	-6	x	x	0%	-12	6%	6	x
CC(=O)N1CCN(C(=O)COC(=O)/C=C/c2ccc(C(F)(F)F)cc2)CC1	-1%	-1%	-25	x	x	-8%	x	12%	-9	x
COc1ccccc1C(=O)ON=C1c2ccccc2-c2ccccc21	u	2%	19	1%	-2%	23%	-5	0%[46.1 µM]	4	-10
Cc1ccc(C)c(N2CCN(C(=O)Cc3cn(C)c4ccccc34)CC2)c1	-3%	1%	-13	0%	10%	7%	12	-3%	-12	2
C/C(=N\NC(=O)c1c(Cl)cnn1C)c1cccc(NC(=O)c2ccc(C)cc2)c1	-7%	-2%	-18	-5%	32%[activator]	5%	-13	4%	5	x
CSCCC(NC(=O)c1ccc([N+](=O)[O-])cc1Cl)C(=O)OCC(=O)NCC(F)(F)F (stereo not given)	-1%	-15%	23	-2%	0%	8%	6	-1%[46.1 µM]	-3	-1
O=[N+]([O-])c1ccc(O)c(C=Nc2ccc3c(c2)OCCO3)c1	u	-11%	5	1%	-2%	-3%	-13	-3%[46.1 µM]	-24	0
CCc1ccc(OCC(=O)NC(=S)Nc2ccc(S(=O)(=O)NC3CCCCC3)cc2)cc1	18%	0%	8	1%	22%	2%	-33	-2%	-2	-8
Cc1ccc2c(c1)c1nnc(SCC(=O)N3CCN(c4ccc(F)cc4)CC3)nc1n2CC(=O)O	2%	-6%	-2	0%	0%	3%	5	0%[46.1 µM]	-10	6
CC(=O)c1c(C(C)=O)c(C)n(Cc2ccc(Cl)cc2)c1C	u	2%	15	-2%	19%	-2%	-15	-4%	-9	-4
COc1ccc(-n2c(SCC(=O)NCc3cccs3)nnc2-c2ccoc2C)cc1	3%	-3%	-13	-1%	-6%	0%	-10	-7%	-18	-1
CC1c2cc3c(cc2CCN1C(=O)c1ccc(Br)cc1)OCCCO3 (stereo not given)	u	-3%	14	1%	4%	6%	-4	12%	8	x
COC(=O)c1ccccc1NC(=O)CN(c1ccc(OC)cc1)S(C)(=O)=O	u	0%	-15	0%	8%	-4%	13	0%[46.1 µM]	-10	0
CCn1cc(C(=O)NC(C)C2CC3CCC2C3)cn1 (stereo not given)	-5%	4%	11	0%	7%	-2%	0	2%[46.1 µM]	-11	1
Cc1cccc(NC(=O)c2sc3nc(-c4ccc(F)cc4)cn3c2C)n1	0%	0%	8	2%	32%[activator]	11%	-1	-7%	5	1
Cc1cc(S(=O)(=O)N2CCN(c3ccccc3C)CC2)ccc1F	u	0%	u	0%	-4%	19%	-18	3%	-3	0
O=C(Nc1cccc(NC(=O)c2ccccc2Cl)c1)c1ccc([N+](=O)[O-])o1	u	1%	-103*	4%	39%[activator]	11%	-5	-1%	2	-8
CCCC(=O)Nc1nnc(CCN2CCCCC2)s1	-3%	2%	-1	0%	0%	-2%	-1	6%	10	x
CCC(Sc1nc2ccccc2c(=O)[nH]1)C(=O)O (stereo not given)	11%	3%	-12	1%	12%	-4%	11	3%	-6	0
CS(=O)(=O)N(CCc1ccccc1)CC(=O)Nc1ccc(Br)cc1F	-1%	-8%	-4	7%	-5%	14%	-5	-9%	2	0
O=C(NCC1CCCO1)C(=Cc1cccc([N+](=O)[O-])c1)C(=O)NCC1CCCO1 (stereo not given)	u	0%	-3	3%	1%	14%	13	-4%[46.1 µM]	4	6
CC(C)n1cc(CN2CCCC(CO)(Cc3cccc(Cl)c3)C2)cn1 (stereo not given)	u	-6%	-3	2%	-1%	11%	24	12%	-10	0
CN(CC(=O)Nc1ccc2c(c1)OCCO2)S(=O)(=O)c1ccc(F)cc1	-7%	5%	-8	-2%	-1%	1%	-4	0%	-8	0
CC(=O)Nc1nc2cc(N)ccc2s1	u	-2%	-18	x	x	11%	7	5%	-2	x
CN(C)CCn1c2c(c(SCC(=O)Nc3ccccc3)nc1=O)CCCC2	u	-6%	23	x	x	5%	-9	-2%	22	x
Cc1nnc(SCC(=O)N(C)CC(=O)Nc2ccccc2Cl)s1	-1%	-4%	5	x	x	10%	1	1%	-3	x
COC(=O)C1=C(C)NC(C)=C(C(=O)OC)C1c1ccc(C)o1	-1%	-7%	8	-1%	-1%	-31%	-2	-1%	-2	1
O=C(Nc1ccc2ccccc2n1)Nc1ccccc1F	3%	0%	13	1%	42%[activator]	-1%	27	2%	-3	3
CCCc1cc(=O)[nH]c(SCc2ccccc2Cl)n1	u	3%	3	-2%	-18%	x	7	1%	6	-1
